Screening data as filed in PubChem.
ERp5 inh = blocks human ERp5 reductase activity on insulin | ERp5 insulin aggregation, absorbance 650 nm, 90 min | inhibition, % at 9.99 µM | Q15084 | AID 651711 | 0.05% of 350,000 active;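 active = mean replicate inhibition above about 25%, with every replicate also reaching it, limit read from the data, passing the limit was not always enough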
Target sequence (Q15084 whole entry, looked up): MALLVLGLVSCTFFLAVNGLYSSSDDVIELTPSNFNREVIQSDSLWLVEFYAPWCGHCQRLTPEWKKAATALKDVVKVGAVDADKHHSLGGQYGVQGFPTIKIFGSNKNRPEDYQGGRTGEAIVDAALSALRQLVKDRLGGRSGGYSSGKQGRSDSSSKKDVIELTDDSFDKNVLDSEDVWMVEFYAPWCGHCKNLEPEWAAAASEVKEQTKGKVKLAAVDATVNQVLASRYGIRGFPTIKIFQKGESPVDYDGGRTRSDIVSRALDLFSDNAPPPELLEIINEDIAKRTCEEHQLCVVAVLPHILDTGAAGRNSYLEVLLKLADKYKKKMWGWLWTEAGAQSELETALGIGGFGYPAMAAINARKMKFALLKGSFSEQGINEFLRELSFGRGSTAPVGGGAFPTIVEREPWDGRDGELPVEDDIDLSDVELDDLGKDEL
Statin myotox sup = suppressors of simvastatin-induced myotoxicity in C2C12 myotubes; ATP luminescence, 48 h; scaled: DMSO 0, geranylgeraniol control 100; rescue of ATP level, % at 7.49 µM; 0.78% of 330,000 active;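 active = mean ATP rescue above about 67%, or every replicate alone reaching that limit, limit read from the data, passing the limit was not always enough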;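 note: myotubes were challenged with 10 µM simvastatin during compound exposure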
SIRT5 inh = sirtuin-5 (human) deacylase inhibition. Q9NXA8. Purified SirT5, succinyl-peptide AMC, trypsin-coupled fluorescence. inhibition, % at 15 µM. 1.1% of 330,000 active; in the data active = inhibition above about 15%
Target sequence (Q9NXA8 whole entry, looked up): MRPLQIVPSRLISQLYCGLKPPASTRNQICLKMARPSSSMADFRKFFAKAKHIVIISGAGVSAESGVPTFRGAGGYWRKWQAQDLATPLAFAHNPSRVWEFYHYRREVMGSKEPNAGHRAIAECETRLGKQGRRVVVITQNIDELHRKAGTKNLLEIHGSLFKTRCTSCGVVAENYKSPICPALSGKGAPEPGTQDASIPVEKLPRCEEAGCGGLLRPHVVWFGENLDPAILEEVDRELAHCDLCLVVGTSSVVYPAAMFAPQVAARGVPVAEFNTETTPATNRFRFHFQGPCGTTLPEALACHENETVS
ARNT-TACC3 inh = ARNT/TACC3 interaction disruption. Q9Y6A5. AlphaScreen His-ARNT PAS-B/GST-TACC3 binding, luminescence; TACC3 fragment carries E629A point mutation. inhibition, % at 9.99 µM. 0.66% of 390,000 active. AID 623870;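 active = mean inhibition of replicates at least 50% and at least half of replicates each reaching 50%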;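 note: 0% = complete ARNT plus TACC3 wells and 100% = ARNT alone without TACC3; many hits fall short of the cut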
Cneo AK release = causes C. neoformans cell lysis; 0.2% of 360,000 active; lysis activity, % at 15 µM; adenylate kinase release luminescence, 4 h; normalised: neutral wells 0, clomiphene wells 100;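 active = mean lysis activity across replicates of at least 80%, whatever share of replicates individually reach that level; inactive = mean lysis activity below 80%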
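Schedule: static 4 h at 37 °C with compound, 1 h detection; system: C. neoformans cells; benchmarks: Clomiphene as positive control; buffer or medium: fresh YPD medium; measure: luminescence rise reflecting yeast cell lysis; measured by: luminescent adenylate kinase detection reagent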
miR122 inh = miR-122 inhibition in Huh7 cells. Huh7 miR-122 Renilla luciferase sensor, 48 h; neutral wells = 0, positive control = 100. activation (reporter increase), % at 12.5 µM. 0.3% of 340,000 active;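 active = mean replicate activation score at least 90 and every replicate individually at or above 90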;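 note: higher luciferase means less miR-122 activity so hits act as miR-122 inhibitors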
esBAF inh = SWI/SNF esBAF complex inhibition; reporter increase, % at 12.5 µM; 2% of 350,000 active; mouse ES cells, Bmi1-luciferase knock-in reporter, 24 h; 100% = twice the neutral-well signal; AID 602393; in the data active = activation above about 40%;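 note: 0% = median of the plate's neutral control wells and 100% = double that signal; a rise in the Bmi1 reporter signal indicates esBAF inhibition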
* hit, by the source's call; · = no result given; & = joins results of further samples; [ ] = remark or other dose. Random draw from the library. About 4% of those tested had a hit in this group.

Structure	Statin myotox sup	SIRT5 inh	ERp5 inh	miR122 inh	ARNT-TACC3 inh	esBAF inh	Cneo AK release
CN(C(=O)c1cccc(NC(=O)Cc2ccc(NC(=O)C3CCCN(C(=O)CCc4ccccc4)C3)cc2)c1)C1CCC1 (configuration not stated)	-16	·	-3	-6	-1	-24	1
COCCCN(C(=S)Nc1ccc(OC)cc1)C(C)c1ccncc1 (configuration not stated)	·	0	0	·	2	·	·
CO[C@@H]1CN(C)C(=O)c2cc(NC(=O)c3ccc(-c4ccccc4)cc3)ccc2OC[C@@H](C)NC[C@@H]1C	-38	5	0	·	5	-6	1
COc1ccc(C(=O)NCCN(C)C)c2nc3ccccc3cc12	·	-2	-13	-2	2	·	·
CCCC(=O)Nc1ccc2c(c1)C(=O)N(C)[C@H]1CC[C@@H](CC(=O)NCC3CC3)O[C@@H]1CO2	14	-3	6	-4[16.7 µM]	-4	-1	-3
CC(C)NC(=O)Nc1ccc2c(c1)CC(=O)N([C@H](C)CO)C[C@@H](C)[C@@H](CN(C)Cc1ccc(-c3ccccc3)cc1)O2	-74	12	1	-12[16.7 µM]	-2	-9	4
CCN1[C@@H]2c3ccc(-c4ccc(F)cc4)c(=O)n3C[C@@H]2[C@@H](CO)[C@@H]1C(=O)NCCc1cn(C)cn1	32	-4	2	·	2	0	1
CCC(=O)Nc1ccc2c(c1)C(=O)N(C)C[C@@H](OC)[C@H](C)CN(C(=O)C1CCC1)[C@@H](C)CO2	9	·	·	-5[16.7 µM]	·	-2	·
C[C@H](CO)N1C[C@H](C)[C@@H](CN(C)Cc2ccc3c(c2)OCO3)Oc2ccc(NC(=O)Nc3cccc4ccccc34)cc2CC1=O	13	3	-1	1[16.7 µM]	27	-2	2
COCCNC(=O)C(=O)NCC1OCCN1S(=O)(=O)c1ccc2c(c1)OCCO2 (configuration not stated)	-4	3	2	0	-1	-3	·
C[C@@H]1CN([C@H](C)CO)C(=O)c2cc(C#CC3CCCCC3)cnc2O[C@H]1CN(C)C(=O)Nc1ccccc1	-1	-1	-4	·	-11	1	3
O=C(c1ccc(F)cc1)N1CCCCC(Sc2nnc3ccccn23)C1=O (configuration not stated)	-38	-5	-2	-1	-2	0	6
COc1ccc(Cn2cnc3c4cc(F)ccc4n(C)c3c2=O)cc1	·	-5	0	2	·	·	2
Cc1ccc(NC(=O)Cn2ncn3c(cc4ccccc43)c2=O)c(C)c1	13	-1	-1	0	-6	-4	-2
C[C@@H](NC(=O)c1ncn2c1c(=O)[nH]c1cccnc12)c1ccccc1	0	-13	0	1	·	-1	1
Cc1ccc(/C=N/N=C2/NC(=O)C(CC(=O)Nc3ccc(Cl)cc3)S2)o1 (configuration not stated)	6	-3	1	-5	-3	-2	-2
CCC(=O)Nc1ccc2c(c1)OC[C@@H](C)N(Cc1ccccc1F)C[C@H](C)[C@@H](OC)CN(C)C2=O	12	7	1	1[16.7 µM]	-2	7	7
N#CCCCSc1ncccc1-c1nc2ccccc2[nH]1	17	·	·	3	-25	5	1
COc1ccc(CCNC(=O)COc2coc(CN3c4ccccc4CC3C)cc2=O)cc1OC (configuration not stated)	13	-2	-4	2	6	13	-4
C=CCN(c1ccc(C(N)=O)cc1)S(C)(=O)=O	-1	·	·	1	-12	0	·
COc1ccccc1N1CCN(C(=O)CSc2ccccc2)CC1	8	·	·	-1	2	49*	2
CCOn1c(=O)c(-c2ccc(Cl)cc2)[n+]([O-])c2ccccc21	·	·	·	4	1	·	1
O=C(CCN1CCCCC1)N[C@@H]1CC[C@@H](CCNS(=O)(=O)c2ccccc2)O[C@H]1CO	12	-2	-3	3[16.7 µM]	·	-8	26
COc1ccc(OC)c(CN2CCN(S(=O)(=O)c3ccc(NC(C)=O)cc3)CC2)c1	-17	-3	-11	-5	0	-6	·

Record cards, from the list above. Values in the order: Statin myotox sup, SIRT5 inh, ERp5 inh, miR122 inh, ARNT-TACC3 inh, esBAF inh, Cneo AK release
Profile of CN(C(=O)c1cccc(NC(=O)Cc2ccc(NC(=O)C3CCCN(C(=O)CCc4ccccc4)C3)cc2)c1)C1CCC1 (configuration not stated) = -16, ·, -3, -6, -1, -24, 1
Profile of CCCC(=O)Nc1ccc2c(c1)C(=O)N(C)[C@H]1CC[C@@H](CC(=O)NCC3CC3)O[C@@H]1CO2 = 14, -3, 6, -4[16.7 µM], -4, -1, -3

Next part:
Structure	Statin myotox sup	SIRT5 inh	ERp5 inh	miR122 inh	ARNT-TACC3 inh	esBAF inh	Cneo AK release
O=C(C[C@@H]1CC[C@H]2[C@@H](COC[C@H](O)CN2C(=O)Cc2ccccc2)O1)NC1Cc2ccccc2C1	6	10	0	-5[16.7 µM]	-3	-3	2
CCN(Cc1ccncc1)C(=S)Nc1c(C)cccc1C	-6	·	·	-1	·	-3	6
CCc1ccc(NS(=O)(=O)c2ccc3[nH]c(=O)[nH]c3c2)cc1	1	-3	2	-4	-6	-1	0
O=C(CC1CC1)Nc1ccc2c(c1)[C@@H]1C[C@@H](CC(=O)NC3CCCC3)O[C@H](CO)[C@@H]1O2	-5	-5	8	1[16.7 µM]	0	0	4
CCCCCCOc1ccc(/C=N/NC(=O)C2CC2)cc1	-1	0	-8	-10	-7	-1	1
COc1ccc(CN2CC(C(=O)N3CCOCC3)CC2=O)cc1 (configuration not stated)	8	·	·	·	2	-6	3
Cc1ccc(S(=O)(=O)Oc2cccc(/C=N/n3cnnc3)c2)cc1	·	-2	-3	·	-5	·	·
CC(C)(C)c1ccc(S(=O)(=O)NC(=O)C2(C)CCN2C(=O)C2(c3ccc(Cl)cc3)CC2)cc1 (configuration not stated)	12	4	-1	7	·	-6	0
CCc1nc2sc3c(c2c(=O)n1CCO)CCC3	2	-4	-7	·	-20	-8	0
Cc1ccc(-c2cc(-c3ccccc3)[nH]c(=S)c2C#N)cc1	-8	·	·	-1	-2	-10	0
NC(=O)C1CCN(c2ccc(C(F)(F)F)cn2)CC1	·	0	2	·	-8	·	·
CC(=O)Nc1ccc(Br)c2ccccc12	·	-3	-9	·	-14	·	·
CO[C@H]1CN(C)C(=O)c2cc(NS(C)(=O)=O)ccc2OC[C@H](C)N(C(=O)C2CCC2)C[C@H]1C	21	-6	0	2[16.7 µM]	-10	-7	1
COc1ccc(CCNC(=O)C(=O)NCC2CCCN2S(=O)(=O)c2ccc(OC)cc2)cc1 (configuration not stated)	-10	-1	0	-5	2	2	4
CCCCN(CC)CCCNC(=O)c1cn(CC(C)C)c(=O)c2c1c1ccccc1n2C	-8	-8	-2	-7	-6	-1	-2
C[C@@H]1CN([C@H](C)CO)C(=O)c2cc(NC(=O)C3CC3)ccc2O[C@H]1CN(C)C(=O)Nc1ccc2c(c1)OCO2	0	7	0	-4[16.7 µM]	-5	31	2
CCn1c(SC(C)C(=O)Nc2nccs2)nnc1-c1ccncc1 (configuration not stated)	·	-6	1	4	2	·	0
CN1CCN(C(=O)C[C@@H]2C[C@H]3c4cc(NC(=O)c5cccnc5)ccc4O[C@H]3[C@H](CO)O2)CC1	20&0	-5	0	-4	8	6&-2	7
CCCC(=O)Nc1ccc2c(c1)C(=O)N(C)[C@@H]1CC[C@@H](CC(=O)NCc3ccccc3Cl)O[C@H]1CO2	18	-1	-9	20[16.7 µM]	5	1	-1
CCCC1(C(=O)O)NC(c2ccccc2O)C2C(=O)N(c3cccc(Cl)c3)C(=O)C21 (configuration not stated)	-6	·	9	7	-3	-9	1
CC(=O)Nc1sc2c(c1CN1CCCC1)CCCC2	·	-5	23	8	4	·	9
C[C@@H](NC(=O)C[C@H]1C=C[C@@H](NC(=O)c2cccnc2)[C@@H](CO)O1)c1ccccc1	2	0	-4	·	-3	-2	-6
COc1ccc(CN2CCN(CCSc3ccc(C)cc3)CC2)c(OC)c1OC	1	-4	3	·	-2	-3	1
C/C(=N\NC(=O)C1(C)CC1(Br)Br)c1cccc(NC(=O)C2CCC2)c1 (configuration not stated)	-6	-4	7	-2	3	-8	-1
CC1CC(C)CN(C(=O)COC(=O)CN2C(=O)c3ccccc3C2=O)C1 (configuration not stated)	4	·	0	-5	-3	1	6
CN(C)S(=O)(=O)c1cc(NC(=O)Cn2ccsc2=N)ccc1Cl	·	-2	4	·	-4	·	·

Compounds above with an aryl methoxy group, in the order listed:
Structure	Statin myotox sup	SIRT5 inh	ERp5 inh	miR122 inh	ARNT-TACC3 inh	esBAF inh	Cneo AK release
COCCCN(C(=S)Nc1ccc(OC)cc1)C(C)c1ccncc1 (configuration not stated)	·	0	0	·	2	·	·
COc1ccc(C(=O)NCCN(C)C)c2nc3ccccc3cc12	·	-2	-13	-2	2	·	·
COc1ccc(Cn2cnc3c4cc(F)ccc4n(C)c3c2=O)cc1	·	-5	0	2	·	·	2
COc1ccc(CCNC(=O)COc2coc(CN3c4ccccc4CC3C)cc2=O)cc1OC (configuration not stated)	13	-2	-4	2	6	13	-4
COc1ccccc1N1CCN(C(=O)CSc2ccccc2)CC1	8	·	·	-1	2	49*	2
COc1ccc(OC)c(CN2CCN(S(=O)(=O)c3ccc(NC(C)=O)cc3)CC2)c1	-17	-3	-11	-5	0	-6	·
COc1ccc(CN2CC(C(=O)N3CCOCC3)CC2=O)cc1 (configuration not stated)	8	·	·	·	2	-6	3
COc1ccc(CCNC(=O)C(=O)NCC2CCCN2S(=O)(=O)c2ccc(OC)cc2)cc1 (configuration not stated)	-10	-1	0	-5	2	2	4
COc1ccc(CN2CCN(CCSc3ccc(C)cc3)CC2)c(OC)c1OC	1	-4	3	·	-2	-3	1
